PAX8 inh HTS: inhibitors of PAX8-driven TPO luciferase reporter, primary screen, RMG-I cells, single concentration; SteadyGlo, 24 h; inhibition, % at 12.6 µM; hit rate 1.2% among 360,000; AID 652154, 2013;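 active = mean replicate inhibition at least 60% with every replicate also reaching 60%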;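 also: luciferase light reporting Pax8 driven TPO promoter activity; plate controls were median of neutral control wells for no effect and mitoxantrone controls for full effect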
EWS-Fli block: EWS/Fli-driven NR0B1 reporter inhibitors, primary screen, A673 cells, NR0B1 luciferase, luminescence, MLPCN library | viability-normalised | inhibition, % at 12.6 µM | hit rate 0.67% among 350,000 | AID 651661, 2012;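 active = mean inhibition of at least 50% after viability correction, with every replicate also passing that limit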;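 also: firefly luciferase signal divided by Alamar Blue viability fluorescence both relative to DMSO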
ERp5 inh: inhibitors of ERp5-driven insulin aggregation, primary screen, biochemical, turbidity, absorbance 650 nm, single point; hit rate 0.05% among 350,000; inhibition, % at 9.99 µM; AID 651711, 2012; 90 min;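 active = mean replicate inhibition above about 25%, with every replicate also reaching it, limit read from the data, passing the limit was not always enough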
Target sequence (Q15084 whole entry, looked up): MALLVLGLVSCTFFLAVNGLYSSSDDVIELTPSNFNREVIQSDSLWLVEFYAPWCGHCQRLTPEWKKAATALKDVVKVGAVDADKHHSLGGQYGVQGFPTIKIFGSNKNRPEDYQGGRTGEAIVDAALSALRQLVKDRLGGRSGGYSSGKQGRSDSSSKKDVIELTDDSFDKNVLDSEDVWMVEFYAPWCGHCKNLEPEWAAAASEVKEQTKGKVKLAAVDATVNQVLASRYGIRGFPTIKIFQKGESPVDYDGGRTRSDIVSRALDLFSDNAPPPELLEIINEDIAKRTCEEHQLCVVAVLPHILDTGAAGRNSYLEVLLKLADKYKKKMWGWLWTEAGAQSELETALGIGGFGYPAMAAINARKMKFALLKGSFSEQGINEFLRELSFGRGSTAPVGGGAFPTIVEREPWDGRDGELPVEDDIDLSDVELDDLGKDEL
DENV2 CPE rescue: inhibitors of DENV2 cytopathic effect, primary screen, cell-based, plate reader, single concentration | DENV2-infected cells, cytopathic effect rescue | CPE inhibition, % at 9.99 µM | hit rate 1.7% among 350,000; in the data active = CPE inhibition above about 20%, passing the limit was not always enough; tested in BHK-21 cells;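 also: 0% = median of neutral control wells and 100% = median of positive control wells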
XiGFP reactiv: activators of inactive X chromosome reactivation, primary screen, imaging, XiGFP fibroblasts, GFP high-content imaging, set 2 | XiGFP mouse fibroblasts, % GFP-positive cells imaging, 3 d; cells co-treated with 5-aza-dC sensitizer; scaled so ellipticine positive control = 100% | activation, % at 7.58 µM | hit rate 0.055% among 360,000 | AID 743238, 2013;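 active = mean normalized replicate activation at least 10% and every replicate at or above 10%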;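 also: 0% = median of on-plate neutral control wells and 100% = ellipticine 6 µM median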
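Assay system: SV40-immortalized XiGFP fibroblast cells, line 68-5-11; buffer or medium: DMEM plus 5-aza-dC sensitizer; compound: one concentration, pinned; timing: compounds 3 days, fix/stain 15 min at room temperature; benchmarks: positive control ellipticine, 6 µM final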
GSIS activator: GLuc luminescence reporter in INS-1E cells, primary screen for activators of glucose-dependent secretion of insulin; AID 743287, 2014; INS-1E GLuc reporter insulin secretion, 2-3 h; activation, % at 16.6 µM; hit rate 0.61% among 370,000;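 active = lowest replicate activation of at least 40%, so every replicate reaches that level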;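 also: 0% = median of neutral control wells and 100% = median of IBMX positive control wells; some compounds called inactive have numbers as strong as hits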
ARNT TACC3 PPI: disruptors of ARNT/TACC3 protein interaction, primary screen, biochemical, AlphaScreen, single concentration. Transforming acidic coiled-coil-containing protein 3 (Homo sapiens), Q9Y6A5. AlphaScreen His-ARNT PAS-B/GST-TACC3 binding, luminescence; TACC3 fragment carries E629A point mutation. inhibition, % at 9.99 µM. hit rate 0.66% among 390,000. AID 623870, 2012;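 active = mean inhibition of replicates at least 50% and at least half of replicates each reaching 50%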;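 also: 0% = complete ARNT plus TACC3 wells and 100% = ARNT alone without TACC3; many hits fall short of the cut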
CFTR F508del cor: F508del CFTR correction, initial screen, CFBE line, single point; CFBE cells, YFP halide quenching; stimulated with forskolin plus potentiator P3; % fluorescence drop versus neutral controls; activity (quench increase), % at 7.58 µM; hit rate 0.36% among 350,000; AID 720511, 2013;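 active = mean added fluorescence quench of at least 8% versus neutral control, with both replicates also reaching 8%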;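 also: cells transiently co-express mutant CFTR-F508del with the halide-sensitive YFP; corrector assay measuring rescue of mutant channel to the surface after 24 h compound exposure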
The depositor's hits bear a star; . = no result given; & = joins results of further samples.

canonical_smiles	PAX8 inh HTS	ARNT TACC3 PPI	ERp5 inh	GSIS activator	XiGFP reactiv	CFTR F508del cor	DENV2 CPE rescue	EWS-Fli block
CC(C)NC(=O)N1[C@H](CO)[C@@H](c2ccccc2)[C@H]1CN(C)C(=O)c1cccnc1	3	-6	.	-3	0.2	-1.3	-12	-5
OC(CNCc1cccc(Br)c1)c1ccccc1 (configuration not stated)	-12	-3	-4	.	0.0	1.7	1	-17
CC(C)[C@H](NC(=O)CC1CCCC1)C(=O)N1CCC[C@H]1C(=O)NCCc1ccccc1Cl	2	.	-5	.	0.2	-2.6	5	3
C[C@H](CO)N1C[C@H](C)[C@H](CN(C)C(=O)Nc2cccc3ccccc23)Oc2ccc(NS(=O)(=O)c3cn(C)cn3)cc2C1=O	.	-8	-3	-6	0.3	1.7	-9	2
CC(=O)Nc1cccc2cc(S(=O)(=O)O)ccc12	-8	.	1	15	-0.1	-0.5	2	-1
Cc1c(NC(=S)NC(=O)c2cccc(Cl)c2)c(=O)n(-c2ccccc2)n1C	-56	-3	1	-12	0.1	1.9	-1	5
CCN1CCCC1CNC(=O)Cn1nc(C)n2nc(-c3ccccc3)cc2c1=O (configuration not stated)	21	3	1	5	0.0	-1.5	8	.
COc1ccc(CN(C)C[C@@H]2Oc3c(NC(=O)C4CC4)cccc3C(=O)N([C@H](C)CO)C[C@H]2C)cc1	.	6	0	0	5.8	2.8	7	-5
COc1cccc(S(=O)(=O)N[C@@H]2C=C[C@H](CC(=O)NC3CCC3)O[C@H]2CO)c1	0	-15	0	13	-0.2	1.6	-1	-1
C[C@H](NC(=O)C[C@H]1C[C@H]2c3cc(NC(=O)c4cccnc4)ccc3O[C@H]2[C@H](CO)O1)c1ccccc1	8	-1	2	11	0.2	-0.9	-7	-1
C/C=C/c1cnc2c(c1)C(=O)N([C@@H](C)CO)C[C@@H](C)[C@H](CN(C)S(=O)(=O)c1ccc(C)cc1)O2	.	-5	-3	-3	-1.3	0.0	3	0
O=C(C[C@@H]1C[C@@H]2c3cc(NS(=O)(=O)c4ccc(F)cc4)ccc3O[C@@H]2[C@H](CO)O1)NCC1CC1	-9	-5	.	-8	-0.1	-2.5	-5	13
O=C(Nc1ccc2c(c1)OCO2)N[C@H]1CC[C@H](CCNC(=O)C2CCCC2)O[C@H]1CO	-1	-3	7	3	0.2	-0.1	-10	6
CSc1ncc(C(=O)Nc2cccc(S(N)(=O)=O)c2)n1-c1ccccc1	0	-2	1	-3	0.0	0.6	1	-4
Cc1cccc(C(=O)N2CCCC(N3CCN(c4ccccc4)CC3)C2)n1 (configuration not stated)	0	-13	4	9	0.1	-1.2	3	.
COc1ccc(/C=C2/SC(=S)N(CCC(=O)N3CCN(C)CC3)C2=O)cc1	-53	.	-2	-16	0.3	1.1	-3	1
CCS(=O)(=O)N1CC2(CN(C(=O)Nc3c(C)noc3C)[C@@H](CO)c3c2c2ccc(OC)cc2n3C)C1	.	.	5	11	0.2	-2.2	2	3
CC(C)[C@@H]1COCn2nncc2CCCC(=O)N1	-4	.	0	11	0.0	.	-2	1
COc1ccc(CC(=O)OC(C)C(=O)c2ccc(C)cc2)cc1 (configuration not stated)	-2	-15	-14	-23	0.0	1.9	-2	12
C[C@@H]1CN([C@@H](C)CO)S(=O)(=O)c2ccc(C#Cc3ccccc3)cc2O[C@@H]1CN(C)C(=O)Nc1ccccc1	4	-12	-4	3	0.0	3.0	-6	11
CCCCCc1ccc(CC(=O)N2CCOCC2)cc1	-1	-7	-5	-8	0.0	-1.2	1	3
C/C=C/c1ccc([C@H]2[C@H](CO)N(C(C)=O)[C@H]2CNC(=O)CC2CC2)cc1	6	-3	9	5	0.1	-0.3	-7	-8
CCOc1ccc(C2C(C#N)=C(N)N(N(C)C)C3=C2C(=O)CCC3)cc1 (configuration not stated)	0	-4	7	1	0.1	1.6	4	11
Cc1sc2ncnc(N3CCC(C(=O)NCC(=O)Nc4ccc(F)c(F)c4)CC3)c2c1C	11	2	1	-22	0.5	0.4	9	8
O=C(COc1ccc(F)cc1Cl)Nc1cccc(S(=O)(=O)N2CCCCCC2)c1	-1	-5	-10	2	-0.7	8.8*	1	2
C[C@@H]1CN([C@H](C)CO)S(=O)(=O)c2ccc(-c3ccncc3)cc2O[C@@H]1CN(C)Cc1ccccn1	-6	3	6	1	-1.1	1.2	-5	-5
COC(=O)C1=C(C)NC2=C(C(=O)c3ccccc32)C1c1cccc(OC)c1 (configuration not stated)	-2	4	.	.	0.0	0.0	9	-1
C#CCN1[C@H](/C=C/C2CC2)[C@H](Cc2ccccc2)OC(=O)[C@@H]1Cc1ccccc1	-39	.	-2	.	.	0.7	18	8
NS(=O)(=O)c1ccc(CCNc2ccnc3cc(Cl)ccc23)cc1	6	-5	2	8	-0.1	-2.7	11	12
CN(CC(=O)Nc1ccc(F)c(F)c1F)C(=O)C1=NN(c2ccccc2)C(=O)CC1	10	.	2	-2	-0.2	-2.0	2	3
O=C(Cc1cccs1)Nc1nnc(-c2ccccc2)s1	-118	-4	4	10	-0.4	1.7	-2	-80
CC(C)(C)C1CCC(OC(=O)CN2CCCCC2)CC1 (configuration not stated)	-16	2	-1	12	0.3	1.6	-11	-23
C/C=C/c1ccc([C@@H]2[C@H](CO)N3CCCCN(C(=O)Nc4ccccc4F)C[C@@H]23)cc1	-53	-1	1	-14	-0.1	-2.7	-6	12
O=C(c1ccccn1)N1C[C@@H]2[C@H](c3ccccc31)[C@@H](CO)N2C(=O)C1CCOCC1	-4	7	4	4	0.2	-1.7	9	-2
O=C(c1cn(CC2CCCCC2)nn1)N1CCN(c2ccc(F)cc2)CC1	-18	5	9	-44	0.0	3.3	7	-21
C[C@@H]1CN([C@@H](C)CO)C(=O)c2cc(NS(=O)(=O)c3ccc(F)cc3)ccc2O[C@@H](C)CCCCO[C@H]1CN(C)Cc1ccncc1	11	24	0	-8	0.0	3.4	-1	-9
O=C(Nc1cccc2ccccc12)c1cc2c(cc1Br)OCO2	6	-13	0	25	0.0	-0.4	6	-4
C[C@H](NC(=O)C1CCN(S(=O)(=O)c2ccccc2)CC1)C(=O)NCc1cccc(Cl)c1	15	-1	-3	.	0.0	0.0	6	-4
CC(C)(C)OC(=O)N[C@H](/C=C/c1ccccc1)C(=O)OC(C)(C)C	-8	2	2	9	-0.3	1.3	-9	-11
O=C(Nc1ccc2c(c1)OCCO2)C1C(=O)Nc2ccccc2C(=O)N1C1CCCCC1 (configuration not stated)	-5	.	-5	-8	0.2	2.0	-1	-9

Whole records as entered above:
C[C@H](NC(=O)C1CCN(S(=O)(=O)c2ccccc2)CC1)C(=O)NCc1cccc(Cl)c1 across the screens: PAX8 inh HTS = 15; ARNT TACC3 PPI = -1; ERp5 inh = -3; GSIS activator = .; XiGFP reactiv = 0.0; CFTR F508del cor = 0.0; DENV2 CPE rescue = 6; EWS-Fli block = -4
C[C@H](NC(=O)C[C@H]1C[C@H]2c3cc(NC(=O)c4cccnc4)ccc3O[C@H]2[C@H](CO)O1)c1ccccc1 across the screens: PAX8 inh HTS = 8; ARNT TACC3 PPI = -1; ERp5 inh = 2; GSIS activator = 11; XiGFP reactiv = 0.2; CFTR F508del cor = -0.9; DENV2 CPE rescue = -7; EWS-Fli block = -1

(listing goes on)
canonical_smiles	PAX8 inh HTS	ARNT TACC3 PPI	ERp5 inh	GSIS activator	XiGFP reactiv	CFTR F508del cor	DENV2 CPE rescue	EWS-Fli block
O=C(O)CSCCOc1ccc(OCCSCC(=O)O)cc1	15	0	5	5	-0.1	.	6	-3
O=C(c1ccccc1)c1cccc2ccccc12	-16	-4	3	.	0.0	.	1	-7
C[C@@H]1CN([C@H](C)CO)C(=O)c2cccc(NC(=O)C3CCCCC3)c2O[C@@H]1CN(C)Cc1ccc(Cl)c(Cl)c1	.	4	-2	-32	-0.2	0.9	-8	6
CCC(CC)C(=O)Nc1ccc(C(=O)Nc2cc(C)on2)cc1	12	-5	1	-3	0.2	-0.7	2	-5
COc1cc2c(cc1OC)CN(C(=S)NC(=O)c1ccccc1)CC2	12	7	-5	13	0.0	-0.5	4	9
CN(C)C(=O)c1ccc(-c2ccc3c(c2)[C@@H]2[C@@H](CCN2C(=O)Cc2ccccn2)[C@@H](CO)N3C)cc1	-26	4	0	17	-0.1	-2.3	-4	-5
Cc1cc(C)cc(OCC(=O)OCC(=O)N2CC(=O)Nc3ccccc32)c1	-116	-2	1	-1	0.0	-2.1	2	-3
O=c1c2sccc2nc(SCc2cc(=O)n3ccccc3n2)n1-c1ccc(Br)cc1	27	16	-3	-6	0.0	4.5	12	6
CO[C@H]1CN(C)C(=O)c2cc(NC(=O)c3nc4ccccc4s3)ccc2OC[C@H](C)N(Cc2ccncc2)C[C@H]1C	0	-9	0	.	.	.	0	-11
CN1CCN(C(=O)C[C@@H]2C[C@@H]3c4cc(NC(=O)Cc5ccncc5)ccc4O[C@@H]3[C@@H](CO)O2)CC1	-6	-2	-13	8	0.0	-3.1	12	-3
COc1ccccc1CN(C)C[C@@H]1OCc2ccccc2-c2ccccc2C(=O)N([C@@H](C)CO)C[C@@H]1C	-3	16	0	3	-0.4	0.3	-1	2
COC(=O)[C@H]1C[C@H](OC(=O)Nc2c(C)noc2C)[C@@]2(O)CN(S(=O)(=O)c3ccc(C)cc3)CC2[C@H]1C(=O)OC (some centres not stated)	14	.	-4	19	-0.2	-3.3	-2	-8
CC(C)(C)OC(=O)N/N=C/c1cn(-c2ccccc2)nc1-c1cccnc1	-2	-2	5	9	-0.1	-1.8	.	-12
CC(=O)c1cccc(NC(=O)C2CC(=O)N(CCc3ccccc3)C2)c1 (configuration not stated)	13	-1	2	-3	0.2	4.6	-1	-4
COc1ccc(NC(=O)CNCc2cccs2)c(OC)c1	-35	.	-2	8	0.2	0.8	1	-18
CO[C@H]1CN(C)C(=O)c2cc(NC(=O)c3nc4ccccc4s3)ccc2OC[C@@H](C)N(Cc2cncnc2)C[C@@H]1C	.	-3	4	-25	0.1	0.8	-4	-20
Cc1cc(C(F)(F)F)n(-c2nc(C(=O)NN)cs2)n1	4	-1	4	2	0.0	-4.3	7	-6
Cc1ccc(N(C(=O)c2ccc(S(=O)(=O)N3CCOCC3)cc2)C2C=CS(=O)(=O)C2)cc1 (configuration not stated)	.	-18	1	1	.	2.4	19	-4
O=C(C1CCCC1)N1C[C@@H]2N[C@H](C1)C2c1ccc(/C=C/c2ccccc2)cc1 (some centres not stated)	-17&8	.	1&-4	-5&11	0.0&0.8	-1.1&3.7	4&3	-5&-19
N#Cc1ccccc1S(=O)(=O)N1CCC(C(=O)NCc2ccccc2CN2CCCC2)CC1	4	19	-3	-12	0.0	1.9	10	4
Cc1cccc(S(=O)(=O)N2C[C@H](O)COC[C@H]3O[C@@H](CC(=O)NCc4ccc5c(c4)OCO5)CC[C@@H]32)c1	5	-9	6	3	0.1	1.8	17	2
CCOCCCNC(=O)c1ccc(N2CC3CC(C2)c2cccc(=O)n2C3)c(NC(=O)Nc2cccc(OC)c2)c1 (configuration not stated)	8	.	4	-7	0.1	-2.0	11	.

High-throughput results (PubChem BioAssay)

Outcome played no part in choosing rows. About 4.2% of those tested had a hit in this group.
